Screening results from PubChem.
D2 antagonist: antagonizes the human D2 dopamine receptor; HEK293 TREx D2 cells, calcium flux, dopamine EC80; 340,000 compounds, 2% hits; inhibition, % at 10 µM; P14416; in the data active means inhibition above about 30%; further: 0% is about no effect
Target sequence (P14416 whole entry, looked up): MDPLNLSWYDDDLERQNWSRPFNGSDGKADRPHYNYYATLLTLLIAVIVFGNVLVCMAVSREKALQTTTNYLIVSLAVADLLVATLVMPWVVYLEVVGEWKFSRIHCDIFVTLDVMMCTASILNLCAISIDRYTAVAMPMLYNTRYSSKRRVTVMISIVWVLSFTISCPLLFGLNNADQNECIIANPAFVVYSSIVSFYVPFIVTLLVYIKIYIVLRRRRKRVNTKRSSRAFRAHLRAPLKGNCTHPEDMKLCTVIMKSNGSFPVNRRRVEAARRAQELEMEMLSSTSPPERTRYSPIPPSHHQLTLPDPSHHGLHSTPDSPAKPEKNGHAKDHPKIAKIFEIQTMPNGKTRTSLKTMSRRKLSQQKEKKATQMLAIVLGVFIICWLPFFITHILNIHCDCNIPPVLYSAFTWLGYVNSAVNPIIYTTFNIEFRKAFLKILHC
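Tetracycline-induced HEK293 TREx cells expressing D2 receptor forced-coupled to calcium signalling, loaded with no-wash calcium dye. Compounds added and calcium flux read 180 s, then dopamine added at EC80 and read a further 180 s.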
RXFP1 antagonist: blocks the human relaxin receptor RXFP1. HEK293-RXFP1, relaxin-stimulated cAMP HTRF, 30 min; hits give low values. activity change, negative = inhibition, % at 57.5 µM. 350,000 compounds, 0.59% hits. AID 1259400;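 active means activity change of -60% or lower, but not beyond a set lower limit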; further: on the % scale 0 is the no-effect control and ±100 the full control effect
D1 antagonist: blocks dopamine activation of the human D1 receptor; HEK293 TREx D1 cells, calcium flux, dopamine EC80; hits give low values; activity change, negative = inhibition, % at 10 µM; 360,000 compounds, 3.2% hits; AID 504652; in the data active means activity change below about -30%; further: on the % scale 0 is the no-effect control and ±100 the full control effect
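Using tetracycline-induced force-coupled D1 Hek293 cells and a calcium dye, signals were followed for 180 s after compound, then for 180 s after EC80 dopamine, to detect inhibitors.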
D1 agonist: agonists of human D1 dopamine receptor | P21728 | HEK293 T-REx D1 cells, calcium flux, agonist mode | activation, % at 2 µM | 360,000 compounds, 1% hits; further: 0% is about no effect
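Inducible HEK293 T-REx D1 cells, force-coupled to calcium signalling, were plated at 4000 cells/well with tetracycline and held overnight at 30 C. After no-wash calcium dye loading, compound-evoked calcium rise over 180 s flagged agonists.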
D1 potentiator: potentiators of human D1 dopamine receptor; potentiation, % at 10 µM; 360,000 compounds, 0.036% hits; HEK293 TREx D1 cells, calcium flux, dopamine EC20 potentiation; AID 504651; P21728; in the data active means potentiation above about 30%; further: 0% is about no effect
D2 potentiator: positive allosteric modulators of human D2 dopamine receptor; 340,000 compounds, 0.34% hits; P14416; HEK293 T-REx D2, calcium flux, EC20 dopamine potentiation; potentiation, % at 10 µM;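 active means potentiation over 3 SD above the plate norm, cut at about 30% in these data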; further: 0% is about no effect
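Tetracycline-induced HEK293 T-REx cells force-coupled to calcium signalling expressed D2; compounds were pin-added after a 10 s baseline, read kinetically 180 s, then an EC20 dopamine challenge followed with a further 180 s calcium read.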
TRHR ag: TRH receptor (human) agonism; P34981; TRHR cells, calcium flux fluo-8, FDSS agonist mode; activation, % at 2 µM; 360,000 compounds, 0.18% hits; further: 0% is about no effect
Target sequence (P34981 whole entry, looked up): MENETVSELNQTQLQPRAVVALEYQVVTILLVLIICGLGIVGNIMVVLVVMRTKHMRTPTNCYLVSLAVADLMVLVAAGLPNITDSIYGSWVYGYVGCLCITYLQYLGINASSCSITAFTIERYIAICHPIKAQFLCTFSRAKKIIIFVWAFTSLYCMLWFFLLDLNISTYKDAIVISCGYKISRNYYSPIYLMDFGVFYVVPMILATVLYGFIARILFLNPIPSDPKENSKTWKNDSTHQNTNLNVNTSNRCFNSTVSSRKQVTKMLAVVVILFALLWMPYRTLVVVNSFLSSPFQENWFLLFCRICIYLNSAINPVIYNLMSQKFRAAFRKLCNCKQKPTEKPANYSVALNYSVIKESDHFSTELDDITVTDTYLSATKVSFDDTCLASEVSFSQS
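TRHR-expressing cells, plated overnight in medium with 10% serum, were loaded with fluo-8 calcium dye at room temperature. After a 10 s baseline, library compound was pin-added and calcium release was recorded kinetically (ex 480/em 530) as agonist response.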
TRHR enhancer: allosterically enhances the human TRH receptor; 360,000 compounds, 0.66% hits; enhancement, % at 2 µM; TRHR cells, fluo-8 calcium fluorescence, EC20 TRH enhancement; in the data active means enhancement above about 30%; further: 0% is about no effect
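TRHR-expressing cells loaded with fluo-8 calcium dye were read kinetically (ex 480/em 530) during compound addition, then stimulated with an EC20 of TRH (10 nM final). Enhancement of the Gq-mediated intracellular calcium response was scored.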
D2 ag: D2 dopamine receptor (human) agonism. P14416. HEK293 T-REx D2 cells, calcium flux agonist mode. activation, % at 2 µM. 340,000 compounds, 0.53% hits. AID 485358;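 active means activation over 3 SD above normal in the single-dose calcium agonist read, cut at about 30% in these data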; further: 0% is about no effect
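Calcium-flux readout, 1 cycle/sec over 180 s following compound pin transfer, in inducible HEK293 Trex D2 cells (force-coupled); dopamine controls included. Positive calcium responses during this window marked compounds as potential agonists.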
* = called active by the depositor; · = no result given; & = joins results of further samples. Unless noted, no stated cut-off is given here; in the data, active means activation above about 30%; inactive means the rest.

SMILES	D2 antagonist	RXFP1 antagonist	D1 antagonist	D1 agonist	D1 potentiator	D2 potentiator	TRHR ag	TRHR enhancer	D2 ag
CCNc1nc(Oc2ccc(C(=O)OCC)cc2)nc(SC)n1	-15	-10	-16	7	0	-4	-0.2	-10	0.3
COc1cccc(CNC(=O)CN2C(=O)COc3ccc(S(=O)(=O)N4CCOCC4)cc32)c1	3	0&4	12&11	3&-1	-2&-3	15&-3	0.3&-0.2	-1&0	-0.3&-1.2
O=C(CSc1nc(O)c(-c2ccccc2)c(=O)[nH]1)N1CCOCC1	10	-12	4	4	2	-4	-0.1	14	2.4
CN(CC(=O)NC(=O)Nc1ccccc1F)Cc1ccccc1	4	-2	3	6	-6	-4	0.3	1	-0.3
O=C1OCCC1Sc1nnc(-c2cccs2)n1Cc1ccccc1 (configuration not stated)	-17	-16	-9	2	-8	-4	0.6	-6	0.2
CCN(CC(=O)Nc1ccc(NC(C)=O)cc1)C(=O)c1cc(CN2C(=O)c3ccccc3C2=O)ccc1OC	-3	3	-7	0	-1	-15	0.1	0	0.1
Cc1occc1C(=O)Nc1ccc(S(=O)(=O)N2CCN(C)CC2)cc1	-4	12	-5	5	-5	9	0.5	1	1.1
O=C(/C=C/c1ccccc1)N/C(=C/c1ccccc1)C(=O)Nc1ccc(C(=O)O)cc1	16	-13	3	-1	-5	-5	0.8	-1	4.6
Cc1n[nH]c(C)c1C(=O)CC1(O)C(=O)N(CCc2ccccc2)c2ccc(Cl)cc21 (configuration not stated)	2	-4	6	4	2	0	-1.5	-10	1.5
CCN(CC)/C(Sc1ccccc1)=C(/C(Cl)=C(Cl)Cl)[N+](=O)[O-]	-4	-6	3	2	-5	4	0.3	11	0.2
COc1ccccc1-c1n[nH]c(=S)n1N	·	-8	-12	1	-1	-6	0.7	8	·
Cc1ccc(N2C(=O)C3C4C=CC(CNC(=S)N5CCN(c6ccccc6)CC5)(O4)C3C2=O)cc1 (configuration not stated)	5	-1	-4	1	-3	-1	-0.8	-4	-0.6
Cc1ccc(NC(=O)c2cnccn2)cc1	-9	-6	18	-2	-2	-3	-0.3	-1	0.2
O=C(NCc1ccc(F)cc1)c1ccc2c(O)c(S(=O)(=O)c3ccccc3)c(=O)[nH]c2c1	·	-3	-7	1	-3	-2	0.2	0	0.1
Cc1c(NC(=O)C(C)N2C(=O)C3CCCCC3C2=O)c(=O)n(-c2ccccc2)n1C (configuration not stated)	-6	-2	9	2	1	-2	0.3	2	0.5
CCN1CCN(S(=O)(=O)c2ccc(Cl)c(C(=O)NCCc3ccccc3)c2)CC1	-11	14	11	1	-5	2	-0.2	0	0.3
CC1CCC(NC(=O)c2ccc3c(c2)N(Cc2cccc(F)c2)C(=O)c2ccccc2S3)CC1 (configuration not stated)	·	-27	0	6	-2	-9	0.5	-1	·
Cc1nnc(N2CCC(C(=O)NCCc3ccccc3Cl)CC2)c2nn(-c3ccccc3)c(C)c12	·	5	17	0	-3	-12	-1.1	7	-0.4
CCCCC(=O)NS(=O)(=O)c1ccc(NS(C)(=O)=O)cc1	-2	10	-16	3	-5	9	0.4	-3	0.5
COCCN(C(=O)COC(=O)CCOc1cccc(C)c1)c1c(N)n(Cc2ccccc2)c(=O)[nH]c1=O	21	8	-14	4	1	-6	0.1	-2	-0.2
CCOc1cc(C(F)(F)F)cnc1/C(N)=N/O	-18	2	11	2	14	6	0.4	7	-0.2
CC(C)CNC(=O)CSc1ccc(Cl)cc1	-9	4	-15	0	3	-5	0.1	2	0.4
CCC(=O)N1CCN(c2nnc(-c3ccccc3)c3ccccc23)CC1	13	-5	-1	1	0	11	-0.5	-3	0.4
COc1cc(Cl)ccc1OCc1cc(C(=O)N2CCCC(OC)C2)no1 (configuration not stated)	-1	-4	5	1	3	-3	-0.3	4	-0.2

In another format: entries from further up.
| smiles | D2 antagonist | RXFP1 antagonist | D1 antagonist | D1 agonist | D1 potentiator | D2 potentiator | TRHR ag | TRHR enhancer | D2 ag |
| --- | --- | --- | --- | --- | --- | --- | --- | --- | --- |
| CCN1CCN(S(=O)(=O)c2ccc(Cl)c(C(=O)NCCc3ccccc3)c2)CC1 | -11 | 14 | 11 | 1 | -5 | 2 | -0.2 | 0 | 0.3 |
| CC1CCC(NC(=O)c2ccc3c(c2)N(Cc2cccc(F)c2)C(=O)c2ccccc2S3)CC1 (configuration not stated) | · | -27 | 0 | 6 | -2 | -9 | 0.5 | -1 | · |
| Cc1nnc(N2CCC(C(=O)NCCc3ccccc3Cl)CC2)c2nn(-c3ccccc3)c(C)c12 | · | 5 | 17 | 0 | -3 | -12 | -1.1 | 7 | -0.4 |
| CCCCC(=O)NS(=O)(=O)c1ccc(NS(C)(=O)=O)cc1 | -2 | 10 | -16 | 3 | -5 | 9 | 0.4 | -3 | 0.5 |
| COCCN(C(=O)COC(=O)CCOc1cccc(C)c1)c1c(N)n(Cc2ccccc2)c(=O)[nH]c1=O | 21 | 8 | -14 | 4 | 1 | -6 | 0.1 | -2 | -0.2 |
| CCOc1cc(C(F)(F)F)cnc1/C(N)=N/O | -18 | 2 | 11 | 2 | 14 | 6 | 0.4 | 7 | -0.2 |

The listing continues.
SMILES	D2 antagonist	RXFP1 antagonist	D1 antagonist	D1 agonist	D1 potentiator	D2 potentiator	TRHR ag	TRHR enhancer	D2 ag
NS(=O)(=O)c1ccc(NC(=O)c2c(F)cccc2Cl)cc1	-12	2	3	1	1	6	-0.3	-1	-0.1
O=c1c2cccc3c(N4CCOCC4)ccc(c32)c2nc3ccccc3n12	-16	·	-18	72*	1	10	51*	3	18
CC(=O)Nc1c2c(nn1-c1cccc(C)c1)CSC2	21	1	11	4	3	-22	0.3	-7	0.4
CCC(C)N1C(=O)N(c2cccc(Cl)c2)C(C)(O)CC1(C)C (configuration not stated)	5	-2	-6	3	-7	7	1.0	-6	0.6
O=C(COC(=O)CNS(=O)(=O)c1ccc(Br)cc1Cl)NC1CC1	-25	-7	-15	1	1	0	-0.3	-11	-0.2
CC(=O)Nc1ccc(NC(=O)C2CC(=O)N(c3cccc(Cl)c3)C2)cc1 (configuration not stated)	-11	2	-4	0	-5	0	0.1	0	1.3
O=C(CC1CCCCC1)N=C1SC2CS(=O)(=O)CC2N1c1ccccc1 (configuration not stated)	-25	-10	-11	2	-1	8	0.2	14	-1.3
CCN(CC)S(=O)(=O)c1ccc2c(c1)N(CC(=O)N1CCN(c3cccc(OC)c3)CC1)C(=O)CO2	·	-1	-11	0	-4	0	0.2	-4	0.4
CS(=O)(=O)N(CC(=O)Nc1ccc(F)c(F)c1)c1cccc([N+](=O)[O-])c1	-12	0	-17	5	4	-8	1.8	0	1.2
O=C(Nc1ccc(S(=O)(=O)N2CCCCC2)cc1)C1CCCCC1	14	-20	-1	11	·	0	0.8	9	4.2
Cc1ccc(OCC(=O)N2CCN(C(=O)Cc3ccccc3)CC2)cc1	6	-3	5	0	-1	-6	0.1	8	-0.7
Cc1cc(C)nc(SCC(=O)NNS(=O)(=O)c2ccc(C#N)cc2)n1	0	-11	-2	3	-1	4	0.6	1	0.2

Complete entries as entered above.
CS(=O)(=O)N(CC(=O)Nc1ccc(F)c(F)c1)c1cccc([N+](=O)[O-])c1 as listed: D2 antagonist = -12; RXFP1 antagonist = 0; D1 antagonist = -17; D1 agonist = 5; D1 potentiator = 4; D2 potentiator = -8; TRHR ag = 1.8; TRHR enhancer = 0; D2 ag = 1.2
O=C(COC(=O)CNS(=O)(=O)c1ccc(Br)cc1Cl)NC1CC1 as listed: D2 antagonist = -25; RXFP1 antagonist = -7; D1 antagonist = -15; D1 agonist = 1; D1 potentiator = 1; D2 potentiator = 0; TRHR ag = -0.3; TRHR enhancer = -11; D2 ag = -0.2

Next structures
SMILES	D2 antagonist	RXFP1 antagonist	D1 antagonist	D1 agonist	D1 potentiator	D2 potentiator	TRHR ag	TRHR enhancer	D2 ag
CCC(C)(C)n1nnnc1C(C(C)C)N(Cc1ccco1)Cc1cc2cc3c(cc2[nH]c1=O)OCO3 (configuration not stated)	-20	3	17	5	-5	2	1.0	1	-0.7
COc1ccc(NC(=O)N2CCCn3nc(C)cc32)cc1OC	·	-10	-22	-1	-4	2	0.5	2	-0.3
Cc1ccc2nsnc2c1S(=O)(=O)NC1CC1	-3	2	26	0	4	28	0.0	-2	0.7
O=C1CC(c2ccc(Cl)cc2)n2nc(N3C(=O)CCC3=O)nc2N1 (configuration not stated)	5	9	7	0	-1	-3	1.1	7	0.3
O=C(Nc1nc2cc3c(cc2s1)OCCO3)c1cccc(N2C(=O)CCC2=O)c1	-5	-12	1	0	-7	3	0.4	-2	-1.7
CCN1CCCC1CNS(=O)(=O)c1ccc(Br)cc1 (configuration not stated)	-7	-4	1	22	-12	8	-1.5	18	0.0
CCOC(=O)COc1ccc(C2NC(C(=O)O)CS2)cc1 (configuration not stated)	-8	2	-14	2	-4	4	-0.2	2	0.8
CC(=O)Nc1ccc(S(=O)(=O)NCC2CCC(C(=O)NCCCOC(C)C)CC2)cc1 (configuration not stated)	5	9&-14	-9&8	3&-1	-6&-3	0&9	0.9&0.0	5&-7	2.2&-0.8
O=c1/c(=C\c2ccc(F)cc2)sc2n1CCCN=2	0	17	-19	7	-4	-3	-0.2	-3	0.1
COc1ccc(N2CCN(C(=O)CN3C(=O)NC(C)(c4ccc5ccccc5c4)C3=O)CC2)cc1 (configuration not stated)	-1	2	-27	2	-3	28	0.4	0	-0.3
Nc1ccc(Oc2ccc3c(c2)C(=O)N(CC2CCCO2)C3=O)cc1 (configuration not stated)	-37	-13	14	4	0	-4	0.7	2	0.2
CC(Sc1n[nH]c(-c2ccccc2)n1)C(=O)c1c(N)n(C)c(=O)n(C)c1=O (configuration not stated)	-5	10	3	3	-2	5	0.3	0	-0.6

Entries above with bromine:
SMILES	D2 antagonist	RXFP1 antagonist	D1 antagonist	D1 agonist	D1 potentiator	D2 potentiator	TRHR ag	TRHR enhancer	D2 ag
O=C(COC(=O)CNS(=O)(=O)c1ccc(Br)cc1Cl)NC1CC1	-25	-7	-15	1	1	0	-0.3	-11	-0.2
CCN1CCCC1CNS(=O)(=O)c1ccc(Br)cc1 (configuration not stated)	-7	-4	1	22	-12	8	-1.5	18	0.0

Continuation.
SMILES	D2 antagonist	RXFP1 antagonist	D1 antagonist	D1 agonist	D1 potentiator	D2 potentiator	TRHR ag	TRHR enhancer	D2 ag
COc1ccc(Oc2ccc(/C=C/C(=O)c3cccc(OC)c3)cc2[N+](=O)[O-])cc1	13	-11	-10	9	-7	6	1.9	8	2.7
CCOC(=O)c1cc(CC)sc1/N=C/C1C(=O)CCCC1=O	-1	14	13	0	-4	12	-0.8	9	3.3
Cc1ccccc1Cn1cc(NC(=O)c2cc(-c3ccco3)on2)cn1	·	-2	9	15	-10	·	-0.1	9	·
c1ccc(-n2ncc3c(NCc4ccccn4)ncnc32)cc1	-22	-5	-16	1	-3	6	0.3	-3	-0.2
